Bfl-1 displacement = displacement of Bid BH3 peptide from Bfl-1 – biochemical, fluorescence polarization, FITC-Bid, mouse, primary screen (AID 432). FITC-Bid BH3 peptide fluorescence polarization displacement; higher % means a stronger effect. displacement, % at 20 µM; hits with a dose series show IC50 in µM. 64,000 tested, 0.02% active; in the data active means a potency from the dose series; inactive means the rest, 99 in 100 with displacement below about 15%; further: strong numbers were not always called active
HPDE-C7 cytotoxicity = cytotoxicity in HPDE-C7 cells, cell-based, fluorescence, HTS (AID 430) | HPDE-C7 pancreatic duct cells viability, fluorescence; higher % means a stronger effect | one-dose cytotoxicity, % at 10 µM; EC50 in µM for titrated hits | 63,000 tested, 1.8% active;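 further: cells exposed to compound for 48 hours before viability readout; 0% = vehicle and 100% = reference cytotoxic drug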
DPM-DC inhibit = inhibitors of Streptococcus pneumoniae diphosphomevalonate decarboxylase; purified DPM-DC, PK/LDH coupled NADH fluorescence; calls only at 10 µM; 65,000 tested, 0.49% active; AID 556;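 active means the 320 compounds with the highest percent inhibition in the single-dose primary screen, excluding strongly autofluorescent ones, cut at about 32% in these data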;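 further: kinetic rate of NADH fluorescence loss reporting ADP formed by the decarboxylase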
Spn MK inh = S. pneumoniae mevalonate kinase inhibition | 65,000 tested, 0.48% active | inhibition, % at 10 µM | AID 555 | purified MK, PK/LDH-coupled NADH absorbance 340 nm;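 active means ranked among the strongest by inhibition in the single 10 µM screen, a fixed top-ranked set picked for dose follow-up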; further: no value below 0 was filed
KRASV12 cytotoxicity = viability loss of HPDE-C7K cells – cell-based, fluorescence, HTS, primary screen (AID 431); HPDE-C7K KRASV12 cells, Alamar Blue viability, 48 h; higher % means a stronger effect; 63,000 tested, 1.7% active; cytotoxicity, % at 10 µM; hits with a dose series show EC50 in µM;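 active means compounds whose percent cytotoxicity in the single-dose primary screen, scaled between solvent and toxic-drug controls, exceeds 50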;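 further: 0% = DMSO solvent wells and 100% = doxorubicin-treated wells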
Spn PMK inh = S. pneumoniae PMK inhibition; AID 539; purified PMK, PK/LDH-coupled NADH absorbance 340 nm; inhibition, % at 10 µM; 65,000 tested, 0.49% active;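 active means top-ranked compounds by inhibition in the single 10 µM screen, taking a fixed number of the strongest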;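 further: 0% = full reaction with DMSO carrier and 100% = background rate without enzyme reaction; no value below 0 was filed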
LYP phosphatase = inhibition of human PTPN22 tyrosine phosphatase – biochemical, DiFMUP fluorescence, recombinant catalytic domain, 10 µM, primary screen (AID 606). 52,000 tested, under 10 active. recombinant LYP catalytic domain, DiFMUP fluorescence; higher % means a stronger effect. inhibition, % at 10 µM; hits with a dose series show IC50 in µM;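 active means IC50 under 40 µM in the dose-response test; inactive means IC50 of 40 µM or more, or never dose-tested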
HT1080 cytotoxicity = cytotoxicity in HT1080 fibrosarcoma cells, cell-based, fluorescence readout (AID 620). HT1080 viability, fluorescence; higher % means a stronger effect. 87,000 tested, 0.42% active. one-dose cytotoxicity, % at 10 µM; EC50 in µM for titrated hits;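 further: cells exposed to compound overnight then 4 h with Alamar Blue; 0% = vehicle DMSO and 100% = killing control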
TNAP inhibition = inhibition of tissue-nonspecific alkaline phosphatase – biochemical, luminescent (AID 518). purified TNAP enzyme, luminescent substrate readout; higher % means a stronger effect. inhibition, % at 20 µM; hits with a dose series show IC50 in µM. 64,000 tested, 0.09% active; in the data active means a potency from the dose series; inactive means the rest, 99 in 100 with inhibition below about 22%;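 further: plate controls were vehicle for no effect and reference inhibitor for full effect; many of its hits are not listed in these tables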
Spn PMK inh pilot replicates = second read-out of Spn PMK inh, no call of its own (marks repeat the call); inhibition, %; measured here: pilot screen replicates
Spn MK inh pilot replicates = recorded beside Spn MK inh, whose call it bears; inhibition, %; measured here: pilot screen replicates
DPM-DC inhibit pilot screen % = also measured in DPM-DC inhibit; calls as there; inhibition, %; measured here: pilot screen trials
Numbers without * were called inactive; i = inactive; nt = no result given. Unless noted, no stated cut-off is given here; in the data, active means cytotoxicity above about 50%; inactive means the rest.

SMILES	Bfl-1 displacement	HPDE-C7 cytotoxicity	DPM-DC inhibit	Spn MK inh	KRASV12 cytotoxicity	Spn PMK inh	LYP phosphatase	HT1080 cytotoxicity	TNAP inhibition	others
CC1CCCN(c2nc3c(c(=O)[nH]c(=O)n3C)n2Cc2ccccc2Cl)C1 (stereo not given)	5%	-7%	i	7	-4%	7	3%	-4%	-4%
Cc1onc(-c2c(F)cccc2Cl)c1C(=O)NCc1ccco1	2%	0%	i	0	-5%	0	-3%	1%	-2%
COc1ccc(S(=O)(=O)Nc2ccc(S(=O)(=O)N3CCCCC3)cc2)cc1	0%	-1%	i	3	3%	0	3%	-14%	9%
Cc1nn(-c2ccccc2)c2c1C1(C(=O)Nc3ccccc31)N1C(=N2)Sc2ccccc21 (stereo not given)	-4%	4%	i	1	-11%	14	1%	1%	8%
COC(=O)c1cc2c(=O)n3ccccc3nc2n(Cc2cccnc2)c1=N	2%	5%	nt	6	3%	2	2%	-1%	6%
CSc1cccc(-n2c(C)cc(C(N)=O)c2C)c1	4%	-1%	i	5	-7%	12	10%	1%	4%
COc1ccc(Br)cc1CNC(=O)CCN1C(=O)COc2ccccc21	-5%	-7%	i	0	-8%	10	5%	0%	6%
CCCCOC(=O)Sc1nc2ccccc2o1	-11%	-1%	i	9	13%	7	nt	2%	11%
CC(Sc1nnc(-c2ccc(O)cc2)o1)C(=O)Nc1cccc2ccccc12 (stereo not given)	1%	7%	i	0	-5%	6	nt	nt	5%
CC(C)CC(=O)CN1C(=O)C2(OCCO2)c2ccccc21	-4%	-24%	i	5	-1%	10	1%	12%	19%	Spn PMK inh pilot replicates=0.5;Spn MK inh pilot replicates=0.0;DPM-DC inhibit pilot screen %=0.0
CC1=C(n2nnc3ccccc32)C(c2ccccc2)C(C#N)=C(N)O1 (stereo not given)	2%	-12%	i	17	-18%	12	0%	-3%	14%	Spn PMK inh pilot replicates=3.5;Spn MK inh pilot replicates=0.0;DPM-DC inhibit pilot screen %=2.0
CCOC(=O)N1CCN(C(c2ccc(F)cc2)c2sc3nc(C)nn3c2O)CC1 (stereo not given)	-1%	-1%	i	5	1%	0	14%	-1%	8%
Cc1cccc(NC(=O)c2cc(S(=O)(=O)NCc3ccco3)ccc2F)c1C	-7%	-22%	i	0	-5%	10	14%	10%	21%
Clc1ccc(Sc2oc(/C=N/n3cnnc3)cc2Br)cc1	-1%	nt	i	16	nt	16	0%	0%	13%
C=CCn1c2ccccc2c2nnc(SC(CC)C(=O)Nc3nc(C)c(C(=O)OCC)s3)nc21 (stereo not given)	-3%	8%	i	7	7%	12	7%	3%	13%
COc1ccc(CNc2oc(COc3ccc(Cl)cc3)nc2C#N)cc1	1%	31%	i	7	33%	0	nt	-4%	14%
Cc1ccc(S(=O)(=O)CCc2nnc(NC(=O)C3CCCO3)s2)cc1 (stereo not given)	-2%	-20%	i	0	-6%	21	3%	4%	10%
COc1ccc(S(=O)(=O)N2CCCC(C(=O)NCc3ccco3)C2)cc1Cl (stereo not given)	0%	-12%	i	2	-4%	9	11%	9%	9%
Cc1c(C(=O)NCc2ccccn2)sc2nc(-c3ccc(F)cc3)cn12	-2%	10%	i	5	12%	7	21%	31%	17%	Spn PMK inh pilot replicates=1.0;Spn MK inh pilot replicates=0.0;DPM-DC inhibit pilot screen %=0.0
COc1ccc(CC(=O)Nc2c3c(nn2-c2cccc(Cl)c2)CS(=O)(=O)C3)cc1	-1%	-18%	i	1	-9%	21	-2%	5%	5%	Spn PMK inh pilot replicates=0.0;Spn MK inh pilot replicates=0.0;DPM-DC inhibit pilot screen %=0.5
COC(=O)[C@@H](NC(=O)Nc1ccc(OC)cc1)C(C)C	2%	-28%	i	0	-23%	3	14%	4%	9%
CC1(C)CN=C(N2CCN(C3=NCC(C)(C)S3)CC2)S1	-7%	-10%	i	7	-6%	1	6%	-6%	13%
CNc1oc(-c2ccc(OCc3ccccc3)cc2)nc1C#N	-1%	0%	i	12	13%	14	nt	12%	12%
COc1ccc(S(=O)(=O)Nc2nnc(C(C)(C)C)s2)cc1	-6%	-12%	i	7	-4%	1	0%	4%	-6%
Cc1sc2ncnc(NCc3ccco3)c2c1C	1%	-15%	i	6	0%	6	7%	-2%	11%
CC1(C)CC(=O)C2=C(C1)NCN(Cc1ccc3c(c1)OCO3)C2	-1%	-5%	i	7	-8%	5	4%	-4%	6%
C=CCn1c(SCC(=O)NC(=O)NCc2ccco2)nc2sc(CC)cc2c1=O	-2%	58%*	i	28	63%*	22	9%	-3%	13%
CC(C)n1c(=NC(=O)c2ccco2)c(C#N)cc2c(=O)n3ccccc3cc21	5%	-8%	nt	2	2%	9	5%	2%	13%	Spn PMK inh pilot replicates=2.0;Spn MK inh pilot replicates=2.5
O=C(O)c1cc2cc(Cl)ccc2oc1=O	2%	-7%	i	6	4%	0	nt	-4%	6%
Cc1ccc(NC(=O)CSc2nccc(=O)[nH]2)c(S(=O)(=O)N2CCOCC2)c1	-5%	0%	i	0	3%	13	-5%	-6%	9%
CCOC(=O)C1(Cc2ccc(O)cc2)NC(c2ccccc2F)C2C(=O)N(C)C(=O)C21 (stereo not given)	-3%	-10%	i	0	-9%	0	nt	-1%	1%
c1coc(CNc2nc(N3CCCCC3)nc3ccccc23)c1	-6%	25%	nt	13	38%	13	nt	-3%	8%
COCCCNC(=O)c1ccc(Cn2c(=O)[nH]c3ccccc3c2=O)cc1	-6%	-19%	i	2	-11%	0	nt	10%	-5%
CC1=C(C(N)=O)C(c2ccc(Cl)cc2)NC(=O)N1 (stereo not given)	4%	5%	i	5	0%	14	7%	0%	6%
COc1ccc(OC)c(C2C3=C(N=C4SCC(=O)N42)c2ccccc2CC3)c1 (stereo not given)	-9%	6%	i	0	18%	0	9%	-5%	5%
CCOc1nc(NCCC2=CCCCC2)nc(N2CCOCC2)n1	6%	-9%	i	8	-11%	4	-3%	2%	3%	Spn PMK inh pilot replicates=0.0;Spn MK inh pilot replicates=0.0;DPM-DC inhibit pilot screen %=0.0
CCN1C(=O)C(C)S/C1=N\S(=O)(=O)c1ccc(Cl)s1 (stereo not given)	-5%	-20%	i	0	-8%	9	-5%	-2%	2%
Cc1cccc(NC(=O)CSc2nnc(-c3ccccc3C)o2)c1	-11%	-7%	i	0	-12%	18	6%	-2%	4%	Spn PMK inh pilot replicates=1.0;Spn MK inh pilot replicates=0.0;DPM-DC inhibit pilot screen %=0.5
CCOc1cc(C2Nc3ccccc3C(=O)N2c2ccccc2OC)ccc1O (stereo not given)	-3%	-22%	nt	0	-9%	5	4%	-3%	8%	Spn PMK inh pilot replicates=2.5;Spn MK inh pilot replicates=2.5
CCOC(=O)C1=C(C)NC(=O)NC1c1ccc(OC(C)C(=O)O)c(OC)c1 (stereo not given)	-7%	4%	i	7	-3%	6	11%	-2%	8%
CCOC(=O)C1CCCN(C2CC(=O)N(c3ccc(C)c(C)c3)C2=O)C1 (stereo not given)	-13%	-3%	i	2	3%	0	7%	1%	4%
CCC(=O)N1c2ccccc2NC2=C(C(=O)CCC2)C1c1ccc(N(C)C)cc1 (stereo not given)	-11%	-2%	i	8	4%	5	0%	4%	10%
COCCNC(=O)c1nn(-c2cc(OC)cc(OC)c2)c(=O)c2ccccc12	-4%	-3%	i	0	-1%	13	-1%	3%	8%
CCCCn1ccc(=O)c2c(C(F)(F)F)nccc21	3%	5%	i	12	1%	0	nt	nt	8%
